EWS-Fli inh: blocks EWS/Fli oncoprotein-driven transcription; 350,000 compounds, 0.67% hits; inhibition, % at 12.6 µM; A673 NR0B1-luciferase reporter, viability-normalised; AID 651661;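 active means mean inhibition of at least 50% after viability correction, with every replicate also passing that limit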;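 further: firefly luciferase signal divided by Alamar Blue viability fluorescence both relative to DMSO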
S100A4 MyoIIA: inhibitors of human S100A4 binding to myosin IIA peptide. S100A4/TAMRA-MyoIIA peptide fluorescence polarization. inhibition, % at 10.7 µM. 360,000 compounds, 0.14% hits;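 active means mean inhibition of at least 70% across replicates, with every replicate also reaching that level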
Target sequence (P26447 whole entry, looked up): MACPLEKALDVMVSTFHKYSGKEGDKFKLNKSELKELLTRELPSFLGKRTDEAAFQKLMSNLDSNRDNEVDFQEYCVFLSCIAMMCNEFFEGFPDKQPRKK
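Material: S100A4 monomer protein | Medium: HEPES pH 7.2 with CaCl2, KCl, NaCl, DTT, Triton | Reagent: Labelled myosin peptide probe, 5 nM | Doses: One dose per compound | Times: 5 min incubation before reading | Benchmarks: Neutral control DMSO, positive control TFP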
esBAF inh: inhibitors of esBAF chromatin remodeling in mouse ES cells; Bmi1-luciferase knock-in reporter, 24 h; 100% = twice the neutral-well signal; 350,000 compounds, 2% hits; reporter increase, % at 12.5 µM; in the data active means activation above about 40%;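 further: 0% = median of the plate's neutral control wells and 100% = double that signal; a rise in the Bmi1 reporter signal indicates esBAF inhibition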
Xi reactivation: activators of X-chromosome reactivation in mouse fibroblasts; XiGFP mouse fibroblasts, % GFP-positive cells imaging, 3 d; cells co-treated with 5-aza-dC sensitizer; scaled so ellipticine positive control = 100%; activation, % at 7.58 µM; 360,000 compounds, 0.055% hits; AID 743238;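 active means mean normalized replicate activation at least 10% and every replicate at or above 10%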;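 further: 0% = median of on-plate neutral control wells and 100% = ellipticine 6 µM median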
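Material: XiGFP fibroblasts, SV40-immortalized; Buffer or medium: DMEM containing 5-aza-dC; Compound dosing: single point; Times: 3 days compound exposure.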
RAD54 inh: RAD54 (human) branch migration inhibition. RAD54 Holliday junction branch migration, FAM/BHQ fluorescence. 360,000 compounds, 0.14% hits. Q92698. inhibition, % at 10.4 µM;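 active means mean normalized replicate activity at least 40 and at least half of replicates scoring 40 or more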;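 further: 0% = median of neutral control wells and 100% = median of positive control wells; inhibitors cause a drop in the FAM fluorescence signal; in these data hits start at about 50%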
E-selectin induc: induces E-selectin expression in human endothelial cells. AID 686992. P16581. 260,000 compounds, 0.37% hits. activation, % at 7.58 µM. HUVEC E-selectin immunofluorescence imaging; normalized: neutral wells 0, TNF-alpha wells 100;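 active means mean E-selectin-positive cell signal at least 10% of the positive control, reached in at least 60% of replicates, without over 20% cell loss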;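 further: in these data hits start at about 27%; measured in HUVEC primary endothelial cells; signal is the percent of cells scored E-selectin positive by PE staining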
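Assay system: HUVEC, human umbilical vein endothelial cells / Amount: 3,000 HUVEC/well / Controls: TNF-alpha positive control, DMSO neutral control / Compound dosing: single concentration / Medium: EGM-2 over gelatin coat / Evaluation: percent E-selectin-positive cells / Signal: immunofluorescence imaging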
FN deposit inh: fibronectin deposition inhibition; 350,000 compounds, 0.086% hits; inhibition, % at 12.6 µM; AH1F fibroblasts, Alexa488-fibronectin deposition fluorescence, overnight;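 active means mean inhibition across replicates of 30% or more, regardless of how many single replicates reach that level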;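 further: positive control wells lacked labelled fibronectin entirely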
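Schedule: 1 h cell adhesion before compound, then overnight fibronectin incubation; test system: AH1F fibroblast monolayer depositing Alexa488-labelled fibronectin into matrix; quantity: 10000 AH1F cells per well; probe or stimulus: fluorescent fibronectin at 24 nM final; signal: fluorescence, ex 485 nm, em 525 nm; evaluation: percent inhibition as loss of matrix-bound fibronectin fluorescence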
RAD52 anneal inh: RAD52 (human) annealing inhibition; AID 651710; inhibition, % at 18.7 µM; 360,000 compounds, 0.46% hits; recombinant RAD52 DNA annealing, FRET fluorescence;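 active means every replicate showing at least 50% inhibition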
Target sequence (P43351 whole entry, looked up): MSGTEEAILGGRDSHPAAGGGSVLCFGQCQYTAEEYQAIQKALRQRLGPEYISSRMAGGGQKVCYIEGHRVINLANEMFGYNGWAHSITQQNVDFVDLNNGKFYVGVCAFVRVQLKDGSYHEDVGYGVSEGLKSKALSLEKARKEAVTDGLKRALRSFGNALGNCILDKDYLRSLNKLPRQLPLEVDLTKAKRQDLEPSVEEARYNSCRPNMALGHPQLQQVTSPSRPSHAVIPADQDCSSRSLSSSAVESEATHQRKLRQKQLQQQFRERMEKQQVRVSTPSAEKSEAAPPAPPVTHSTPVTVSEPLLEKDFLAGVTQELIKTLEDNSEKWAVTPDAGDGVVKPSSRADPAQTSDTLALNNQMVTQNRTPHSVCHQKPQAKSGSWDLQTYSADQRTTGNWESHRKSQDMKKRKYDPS
* hit, by the source's call; . = no result given; & = joins results of further samples.

nr	SMILES	EWS-Fli inh	S100A4 MyoIIA	esBAF inh	Xi reactivation	RAD54 inh	E-selectin induc	FN deposit inh	RAD52 anneal inh
1	C[C@@H]1CN([C@H](C)CO)C(=O)c2cc(C#CC(C)(C)O)cnc2O[C@@H]1CN(C)C(=O)CN(C)C	-5	1	-3	0.7	4	-0.1	.	0
2	CCOc1ccc(N(CC(=O)NC2CCCCC2)S(=O)(=O)c2ccccc2)cc1	8	3	-1	0.0	1	-0.2	-2	1
3	CN(C)C(=O)C[C@H]1C[C@H]2c3cc(NC(=O)Nc4ccc(C(F)(F)F)cc4)ccc3O[C@H]2[C@H](CO)O1	17	-17	4	0.0	3	1.2	-10	-3
4	CC(NCc1ccc(-c2ccccc2)cc1)C(O)c1ccccc1 (stereo not given)	33	0	.	0.1	2	1.2	21	-2
5	NC(=O)[C@H]1[C@@H]2C(=O)O[C@@H](c3ccccc3)[C@@H](c3ccccc3)N2[C@@H](c2ccc(OCCO)cc2)[C@]12C(=O)Nc1ccccc12	-18	-2	.	.	-8	.	.	28
6	COc1ccc(C)cc1NC(=O)Cn1cnnn1	-6	-1	0	-0.1	4	1.4	-3	-1
7	N=c1c(-c2nc3ccccc3[nH]2)cc(C(=O)c2ccco2)nn1-c1ccccc1	30	-3	7	0.1	9	-8.0	6	-21
8	COc1ccc(NC(=O)C2=Cc3ccccc3OC2)cc1	3	-4	-24	-0.1	.	2.5	9	-14
9	Cc1ccccc1-c1nc(SCc2ccccn2)c2c(=O)n(C)c(=O)n(C)c2n1	1	-7	.	0.3	.	10	-4	-3
10	C[C@H](CO)N1C[C@H](C)[C@H](CN(C)C(=O)Nc2ccccc2)Oc2ncc(/C=C/c3ccccc3)cc2C1=O	0	6	12	-0.8	2	0.3	-7	-1
11	Cc1noc(C)c1NC(=O)N(C)C[C@H]1Oc2ccc(NC(=O)C3CC3)cc2C(=O)N([C@H](C)CO)C[C@@H]1C	-6&7	-1&-6	0&-7	-0.8&0.0	1&-14	0.2&1.2	1&2	-20&-2
12	C[C@@H]1CN([C@H](C)CO)C(=O)Cc2cc(NS(=O)(=O)c3cccs3)ccc2O[C@H]1CN(C)Cc1ccc(C(=O)Nc2ccccc2N)cc1	-6	-8	.	0.0	.	-2.4	.	18
13	CC(C)(C)[C@H]1COC(=O)CC/C=C\C[C@H](CC(=O)N(CCO)Cc2ccccc2)C(=O)N1	-3	-28	-10	-0.2	0	-0.2	-8	-3
14	Nc1cnccc1Oc1cccc(C(F)(F)F)c1	5	-3	.	0.1	.	.	-3	-4
15	Cc1ccc(NC(=O)COC(=O)c2ccc(S(=O)(=O)N3CCCC3)cc2)cc1	0	-3	1	0.1	-1	-0.2	-3	-3

Whole records from above. Order of values: EWS-Fli inh | S100A4 MyoIIA | esBAF inh | Xi reactivation | RAD54 inh | E-selectin induc | FN deposit inh | RAD52 anneal inh
Profile of CC(NCc1ccc(-c2ccccc2)cc1)C(O)c1ccccc1 (stereo not given) : 33 | 0 | . | 0.1 | 2 | 1.2 | 21 | -2
Profile of N=c1c(-c2nc3ccccc3[nH]2)cc(C(=O)c2ccco2)nn1-c1ccccc1 : 30 | -3 | 7 | 0.1 | 9 | -8.0 | 6 | -21
Profile of C[C@@H]1CN([C@H](C)CO)C(=O)c2cc(C#CC(C)(C)O)cnc2O[C@@H]1CN(C)C(=O)CN(C)C : -5 | 1 | -3 | 0.7 | 4 | -0.1 | . | 0
Profile of Cc1ccc(NC(=O)COC(=O)c2ccc(S(=O)(=O)N3CCCC3)cc2)cc1 : 0 | -3 | 1 | 0.1 | -1 | -0.2 | -3 | -3
Profile of C[C@@H]1CN([C@H](C)CO)C(=O)Cc2cc(NS(=O)(=O)c3cccs3)ccc2O[C@H]1CN(C)Cc1ccc(C(=O)Nc2ccccc2N)cc1 : -6 | -8 | . | 0.0 | . | -2.4 | . | 18

(next part)
nr	SMILES	EWS-Fli inh	S100A4 MyoIIA	esBAF inh	Xi reactivation	RAD54 inh	E-selectin induc	FN deposit inh	RAD52 anneal inh
16	C[C@@H]1CN([C@H](C)CO)C(=O)c2cc(NC(=O)Nc3ccc4c(c3)OCO4)ccc2O[C@@H]1CN(C)C(=O)Nc1ccccc1	-8	.	-3	-0.9	2	-0.3	.	.
17	O=C(Nc1ccccc1Cl)N1[C@H](CO)[C@H]2c3ccccc3NC[C@H]21	5	1	0	0.5	-2	-0.1	.	-13
18	COCCn1ccc2c(OCC(=O)Nc3cc(OC)ccc3OC)cccc2c1=O	4	6	-6	0.0	.	.	.	-10
19	C[C@H](CO)N1C[C@H](C)[C@H](CN(C)C(=O)C2CC2)Oc2ncc(-c3cccc(C#N)c3)cc2C1=O	-22	-2	-11	-0.7	-8	0.5	.	1
20	CCNC(=O)Nc1ccc2c(c1)C(=O)N(C)[C@@H]1CC[C@@H](CC(=O)NCC3CCCCC3)O[C@@H]1CO2	6	0	-3	0.7	-4	-0.1	-1	13
21	C[C@@H]1CN([C@@H](C)CO)C(=O)c2cc(Br)cnc2O[C@H]1CN(C)Cc1ccccc1C(=O)O	-4&-11	-3&1	-4&0	0.7&-0.7	6	0.1&0.0	0&-5	-10&-13
22	O=S(=O)(NCCN1CCOCC1)c1cc(Cl)c(Cl)cc1Cl	-8	1	-4	0.2	0	.	-2	-8
23	COc1ccccc1-c1ccc(SCc2ccccc2)nn1	-54	-3	.	0.1	.	.	.	-6
24	CC(NC(=O)C(=O)NCc1cccs1)c1ccccc1 (stereo not given)	6	-4	-1	0.0	-15	.	-2	-3
25	CCC1(c2ccccc2)NC(=O)N(CC(=O)Nc2ccccc2C(=O)N2CCCCC2)C1=O (stereo not given)	-3	-1	-5	-0.1	-7	1.1	4	-10
26	C[C@@H]1CCCCO[C@H](CN(C)C)[C@@H](C)CN([C@@H](C)CO)C(=O)c2cc(NC(=O)c3ccncc3)ccc2O1	2	.	-1	0.0	.	0.0	.	.
27	COc1ccc(CN2CCC2(C)C(=O)Nc2ccc(OC)c(OC)c2)cc1 (stereo not given)	-3	-2	-9	-0.1	-1	-0.1	-8	-26
28	Clc1ccc(-c2csc(N3CCSCC3)n2)cc1	-83	3	76*	0.0	3	.	-1	-17
29	Cc1cccc(N2CCN(C(=O)CCN3C(=O)C4C5C=CC(C5)C4C3=O)CC2C)c1 (stereo not given)	12	-19	.	0.1	.	.	-10	-15
30	O=C(CSc1n[nH]c(=O)n1C1CC1)Nc1ccc(Cl)cc1Cl	-5	-3	-11	0.1	-1	1.9	0	-1

Next structures.
Screens in order: EWS-Fli inh	S100A4 MyoIIA	esBAF inh	Xi reactivation	RAD54 inh	E-selectin induc	FN deposit inh	RAD52 anneal inh
31) C[C@H]1CCCCO[C@@H](CN(C)Cc2ccncc2)[C@@H](C)CN([C@@H](C)CO)C(=O)c2cc(NC(=O)NC3CCCCC3)ccc2O1
→ -2	9	0	0.1	-3	-0.2	8	12
32) CN(C)c1nc(N(C)C)n(Cc2c(Cl)cccc2Cl)n1
→ 1	2	-1	0.1	-3	-0.6	1	-14
33) COc1cccc(COC(=O)C2CCN(S(=O)(=O)c3ccc(F)cc3)CC2)c1OC
→ -1	8	-1	0.0	6	1.6	3	-11
34) CN(CCc1ccccc1)C(C(=O)c1ccc2c(c1)OCO2)c1nnnn1-c1ccccc1NC(=O)OC(C)(C)C (stereo not given)
→ -22	-10	.	0.2	.	-1.9	-1	-57
35) CCNCc1cc(OCC)c(OCC(=O)NCCc2ccccc2)cc1Cl
→ 2	5	-8	.	-4	.	.	4
36) CCN1[C@@H]2Cn3c(ccc(-c4cccc(F)c4)c3=O)[C@H]1[C@@H](C(=O)NCCCN(C)C)[C@@H]2CO
→ 8	3	-8	0.1	2	-0.2	.	11
37) NC(=O)C1CCN(C(=O)CC2(CC(=O)O)CCCCC2)CC1
→ 0	-3	.	0.0	.	.	3	-9
38) COc1ccc(S(=O)(=O)Nc2ccc3c(c2)CC(=O)N([C@H](C)CO)C[C@H](C)[C@H](CN(C)S(=O)(=O)c2ccc(C)cc2)O3)cc1
→ 5	-9	2	0.3	1	0.2	.	-3
39) O=C(CSc1cccc[n+]1[O-])NN(c1ccccc1)c1ccccc1
→ -16	17	.	0.2	2	.	1	-1
40) COc1ccc(S(=O)(=O)Nc2ccc3c(c2)C(=O)N([C@H](C)CO)C[C@H](C)[C@@H](CN(C)C(=O)Nc2c(C)noc2C)OCCCC[C@H](C)O3)cc1
→ -4&-22	11&3	6&-4	0.0&0.1	0&-3	-3.2	-9&-17	-37&-6
41) COc1ccc(CC(=O)Nc2ccccc2NC(=O)c2ccco2)cc1OC
→ 3	1	.	0.0	.	-0.1	-4	-27
42) COC(=O)[C@H](Cc1ccccc1)NC(=O)c1cc(COc2c(F)cccc2F)on1
→ -54	2	52*	0.0	-3	.	-13	-9
43) Cc1ccc(NC(=O)COC(=O)C2CCC2)cc1S(=O)(=O)N1CCCCC1
→ -1	8	.	0.6	.	.	0	-5
44) C=CCN1C(=O)CSc2ccc(C(=O)NCc3ccc(F)cc3)cc21
→ .	5	0	0.0	-1	.	8	13
45) CO[C@@H]1CN(C)C(=O)c2cc(NC(C)=O)ccc2OC[C@H](C)N(C(=O)c2ccccc2F)C[C@@H]1C
→ -1	-2	-5	0.0	4	0.0	-7	-7

Going on with the list.
Screens in order: EWS-Fli inh	S100A4 MyoIIA	esBAF inh	Xi reactivation	RAD54 inh	E-selectin induc	FN deposit inh	RAD52 anneal inh
46) CCOC(=O)CC(NC(=O)Cn1nnc(-c2ccccc2F)n1)c1ccccc1Cl (stereo not given)
→ -4	-6	1	0.1	.	-5.3	-5	-11
47) CC(=O)c1cc2ccc(O)cc2oc1=O
→ 0	0	-7	0.0	9	-0.1	8	-8
48) CCN1CCN(c2cc(C)c3cc(NC(=O)c4cnccn4)ccc3n2)CC1
→ -34	-4	7	0.3	47	0.7	0	59*
49) COc1ccc(C(=O)NCc2ccc(C(=O)O)o2)cc1
→ 4	0	7	0.1	-9	.	-3	-8
50) O=C(COC(=O)c1cc([N+](=O)[O-])ccc1N1CCOCC1)Nc1c(Cl)cccc1C(F)(F)F
→ .	2	.	0.1	11	-0.2	.	0
51) O=C(c1cccnc1)N1CC2(C1)[C@H](c1ccccc1)[C@@H](CO)N2C(=O)c1cccnc1
→ 3	3	.	0.1	.	-0.1	.	-7
52) CNC(=O)C[C@@H]1CC[C@@H]2[C@@H](COc3ccc(NC(=O)c4ccccc4OC)cc3C(=O)N2C)O1
→ -1	8	7	0.3	-3	0.0	-1	-7
53) C=CCc1c(C)nc2cc(-c3ccc(C)cc3)[nH]n2c1=O
→ -4	-6	-26	0.1	0	.	3	-12
54) Brc1ccc(CSc2ncnc3nc[nH]c23)cc1
→ -11	-5	15	-0.1	4	0.2	-6	-6
55) CC(OC(=O)C1CC1C)C(=O)Nc1ncc(Cl)cc1Cl (stereo not given)
→ -5	2	-2	0.0	-2	0.1	-2	-11
56) Cc1ccc(-c2cn(CCN)c(-c3ccc(Cl)nc3)n2)cc1
→ 5	-3	-1	-0.3	-3	0.6	-2	-25
57) CCCOC(=O)c1ccc(NC(=O)c2nc3nc(C)cc(C)n3n2)cc1
→ -8	1	14	0.2	3	1.7	-4	5

Source: PubChem BioAssay (Broad Institute)
